# Source: PubChem
# MBD2 DNA inh: inhibitors of human MBD2 binding to methylated oligonucleotide | inhibition, % at 4.4 µM | Q9UBB5 | actives 0.31% (n = 370,000) | TR-FRET; in the data active = inhibition above about 13%
# Tn7 DDE FP: DD(E)-Tn7 binding inhibition, primary FP screen. P02675. FP displacement of FITC-Tn7 peptide from fibrin DD(E); 0% = median of compound wells per plate. actives 0.13% (n = 370,000). inhibition, % at 8.3 µM. AID 720508;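 active = inhibition above the mean of compounds falling within the control limits plus 3 SD of them, cut at about 14% in these data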;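 note: 0% = plate median of compound wells and 100% = 10 µM Aha-Tn7 peptide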
# Target sequence (P02675 whole entry, looked up): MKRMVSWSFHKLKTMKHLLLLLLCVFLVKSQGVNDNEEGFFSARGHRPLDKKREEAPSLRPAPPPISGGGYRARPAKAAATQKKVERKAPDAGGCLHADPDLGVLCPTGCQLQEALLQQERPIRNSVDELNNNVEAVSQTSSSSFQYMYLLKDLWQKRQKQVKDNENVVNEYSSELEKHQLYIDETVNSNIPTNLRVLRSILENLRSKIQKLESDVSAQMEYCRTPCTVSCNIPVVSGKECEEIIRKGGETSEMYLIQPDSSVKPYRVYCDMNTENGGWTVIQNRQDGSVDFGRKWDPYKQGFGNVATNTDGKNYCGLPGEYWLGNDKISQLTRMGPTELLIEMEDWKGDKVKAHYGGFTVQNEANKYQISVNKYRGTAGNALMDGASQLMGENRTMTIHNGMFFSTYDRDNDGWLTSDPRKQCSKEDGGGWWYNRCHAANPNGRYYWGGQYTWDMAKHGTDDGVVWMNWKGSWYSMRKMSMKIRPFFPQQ
#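 Test system: human clot-derived fibrin DD(E) complex / Quantity: 2 µM final DD(E) protein / Incubation: 10 min plus 3 h, room temperature / Measured by: fluorescence polarization / Benchmarks: high control of 10 µM Aha-Tn7 peptide / Replicates: singlicate testing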
# ADAM17 inh: ADAM17 inhibition, QFRET primary screen. P78536. recombinant ADAM17, EDANS/DABCYL FRET peptide cleavage. inhibition, % at 6.95 µM. actives 0.83% (n = 370,000);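 active = inhibition above the mean of compounds lying between control limits plus 3 SD, set per campaign, cut at about 8.5% in these data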;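 note: 0% = DMSO-only wells as the low control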
# PLCb3 inh: PLC-beta3 (human) inhibition, primary screen; Q01970; inhibition, % at 12.2 µM; actives 0.18% (n = 370,000); Purified PLC-beta3, fluorogenic substrate, fluorescence; in the data active = inhibition above about 11%;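 note: 0% = median of compound wells on plate and 100% = full blocker control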
# PLC-gamma1 inh: PLC-gamma1 (human) inhibition, primary screen. P19174. purified PLC-gamma1, fluorogenic substrate, fluorescence. inhibition, % at 12.2 µM. actives 0.84% (n = 370,000). AID 720700; in the data active = inhibition above about 9.5%
# Tn6 DDE FP: disrupts Tn6 cyclic peptide binding to fibrin D-Dimer-E complex. actives 0.21% (n = 370,000). Fibrin DD(E) TRITC-Tn6 fluorescence polarization displacement. inhibition, % at 8.3 µM. P02675;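 active = inhibition above a per-campaign cutoff: mean of compounds within control limits plus 3 SD, cut at about 15% in these data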;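 note: 0% = median of all compound wells on the plate and 100% = blocking peptide control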
# ASAP1 inh: blocks human ASAP1-stimulated Arf1 GTP hydrolysis; GDP FP detection; inhibition, % at 16.5 µM; actives 0.19% (n = 360,000); AID 624377; in the data active = inhibition above about 25%;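 note: 0% = vehicle with enzyme and substrate and 100% = no enzyme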
# ARFGAP1 inh: inhibitors of rat ARFGAP1 | Q62848 | Arfgap1-stimulated ARF1 GTP hydrolysis, GDP FP detection | inhibition, % at 16.5 µM | actives 0.26% (n = 360,000) | AID 651572;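 active = inhibition above a per-plate limit, mean inhibition of low control wells plus 3 SD, cut at about 25% in these data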;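 note: 0% = DMSO wells with enzyme and 100% = wells lacking Arfgap1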
# Target sequence (Q62848 1-136 limits assumed): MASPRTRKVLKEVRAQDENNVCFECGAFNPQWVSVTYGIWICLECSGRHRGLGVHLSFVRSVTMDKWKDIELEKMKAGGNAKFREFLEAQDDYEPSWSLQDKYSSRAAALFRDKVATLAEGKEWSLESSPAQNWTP
#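 Replicates: Single well per compound | Assay system: Truncated rat Arfgap1 GAP domain | Control set: No-Arfgap1 wells (100%) versus DMSO full-reaction wells (0%) | Times: Enzyme reaction 120 min at 25 °C after 20 min preincubation | Reagent: Human ARF1(Δ1-17)-GTP substrate | Measured by: Tracer-displacement fluorescence polarization with EDTA stop, 620/688 nm | Measure: Percent inhibition of Arfgap1-stimulated GTP hydrolysis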
# UHRF1 binding: blocks human UHRF1 binding to methylated DNA; Q96T88; UHRF1 binding to methylated oligo, TR-FRET; inhibition, % at 4.4 µM; actives 0.75% (n = 370,000); AID 687016; in the data active = inhibition above about 21%;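 note: UHRF1 SRA domain binding a hemimethylated CpG hairpin DNA probe; 0% = median of test compound wells and 100% = reference inhibitor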
# KLK7 zymogen act: proKLK7 (human) activation, primary screen; P49862; purified proKLK7, EDANS-DABCYL substrate fluorescence; 100% is mature enzyme control, 0% vehicle; activation, % at 7 µM; actives 0.9% (n = 370,000); AID 652039;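 active = activation above the mean of all tested compounds plus 3 SD, computed per campaign excluding outliers beyond control limits, cut at about 13% in these data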
# Target sequence (P49862 whole entry, looked up): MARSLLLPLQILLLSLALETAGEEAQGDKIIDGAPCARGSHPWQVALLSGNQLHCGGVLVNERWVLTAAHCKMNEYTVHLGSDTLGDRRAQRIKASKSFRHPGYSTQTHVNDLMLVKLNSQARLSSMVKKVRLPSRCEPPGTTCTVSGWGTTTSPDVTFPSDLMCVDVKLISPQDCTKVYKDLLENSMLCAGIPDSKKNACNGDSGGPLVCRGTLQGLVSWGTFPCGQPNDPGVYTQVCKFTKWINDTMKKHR
# An asterisk follows results filed as active; & = joins results of further samples.
SMILES,MBD2 DNA inh,Tn7 DDE FP,ADAM17 inh,PLCb3 inh,PLC-gamma1 inh,Tn6 DDE FP,ASAP1 inh,ARFGAP1 inh,UHRF1 binding,KLK7 zymogen act
CCOc1ccccc1OCCCC(=O)N1CCN(S(=O)(=O)c2ccc(C)cc2)CC1,7,2,3,-3,2,-2,7,-2,3,-0.6
COc1ccc(C)cc1S(=O)(=O)Nc1cccc(SC)c1,-6,1,2,1,4,-2,-2,5,2,0.7
COc1ccc(OC)c(NC(=O)CNC(=O)Cn2cnc3ccccc3c2=O)c1,-1,10,-4,0,1,1,-5,-6,-2,0.2
CCCCc1nnc(NC(=O)CSCc2cc(=O)n3ccsc3n2)s1,2,-9,5,1,3,-2,-2,3,3,0.0
CCn1cc(C(=O)NC(=S)Nc2ccccc2Br)cn1,-1,4,0,-5,0,4,-16,-6,-1,-0.9
CC1CN(C(=O)CCn2c(=O)oc3ccccc32)CC(C)O1 (configuration not stated),12,9,-4,-1,1,-7,5,7,7,0.0
O=S(=O)(/N=C(/Nc1cc(N2CCOCC2)ncn1)c1ccc(F)cc1)c1ccccc1,-2&6,4&-3,6&-7,1&-2,-3&0,0&-9,-26&2,10&1,2&-1,0.2&-0.1
O=C(CNc1ccccc1)N/N=C/c1ccc2c(c1)OCO2,3,4,-1,1,0,3,-12,5,-4,-0.3
CCN(c1ccccc1)S(=O)(=O)c1cccc(C(=O)NCC(c2ccc(F)cc2)N2CCOCC2)c1 (configuration not stated),-1,2,1,-6,3,9,9,-4,43*,0.4
Cc1ccc(/C=C/C(=O)OCC(=O)N2CC(=O)Nc3ccccc32)o1,2,0,3,3,4,-2,1,0,-5,0.1
CSC1=NCCN1C(=O)C(C)(C)Oc1ccc(Cl)cc1,-2,-5,0,0,3,-4,5,0,0,0.1
Cc1nnc(SCC(=O)Nc2ccccc2F)n1Cc1ccco1,-3,2,-3,-6,2,3,-2,19,1,0.2
O=C(OC(C(=O)NCC1CCCO1)c1ccc(F)cc1)c1cccs1 (configuration not stated),-1,-4,0,3,1,-5,-4,5,-1,-0.3
COCCC(=O)Nc1ccc2c(c1)CN(C(=O)CCSC)CC2,-1,8,-4,-1,-1,-1,-4,3,1,-0.8
COC(=O)c1ccccc1NC(=O)CSc1nnc(C(CO)NC(=O)c2ccccc2Cl)n1C (configuration not stated),-1,7,-2,3,1,0,-9,-1,-2,-0.1
CCCCCc1nc2c(=O)[nH]c3ccccc3c2o1,-4,2,-2,2,0,-2,-9,-1,8,0.0
Cc1noc(NS(=O)(=O)c2ccc(NC(=O)c3ccc(Cl)c(S(=O)(=O)N(C)c4ccccc4)c3)cc2)c1C,3,6,2,2,2,-1,4,-1,-1,0.2
CC(C)COC(=O)C1[C@H]2C(=O)N(Cc3cccs3)C[C@]23C=C[C@H]1O3 (some centres not stated),3,6,-5,-1,2,-5,0,-2,2,0.1
O=C(O)c1c2c(nc3ccccc13)/C(=C/c1cccc([N+](=O)[O-])c1)CCC2,0,-2,5,-6,8,4,2,3,2,0.4
COc1cccc(-c2nn(-c3ccccc3)cc2CN(C)C(C)c2ccncn2)c1 (configuration not stated),-1,-6,1,1,-1,-7,3,-6,-3,-0.3
O=C(N/N=C/c1cccs1)c1ccc2nc[nH]c2c1,-8,3,4,-2,1,-4,-8,-4,-6,-0.6
CC(=O)CSc1ncnc2sc3c(c12)CCCC3,5,4,-5,-6,4,1,3,-2,0,-0.8
COc1ccc(S(=O)(=O)N(C)c2ccc(C(=O)Nc3cccnc3)cc2)cc1OC,3,-3,0,-6,4,1,3,-3,-1,0.2
O=c1cc(Cl)[nH]n(-c2ccccc2)c1=O,-3,0,-5,1,1,-1,-2,-12,1,0.1
CCOCC(=O)Nc1nc(-c2ccccc2)c(CC)s1,-5,4,-6,-3,-7,3,-3,10,-2,0.5

# Ordered by formula weight (lowest first): part of the list above
SMILES,MBD2 DNA inh,Tn7 DDE FP,ADAM17 inh,PLCb3 inh,PLC-gamma1 inh,Tn6 DDE FP,ASAP1 inh,ARFGAP1 inh,UHRF1 binding,KLK7 zymogen act
CCCCCc1nc2c(=O)[nH]c3ccccc3c2o1,-4,2,-2,2,0,-2,-9,-1,8,0.0
CC(C)COC(=O)C1[C@H]2C(=O)N(Cc3cccs3)C[C@]23C=C[C@H]1O3 (some centres not stated),3,6,-5,-1,2,-5,0,-2,2,0.1
CCOc1ccccc1OCCCC(=O)N1CCN(S(=O)(=O)c2ccc(C)cc2)CC1,7,2,3,-3,2,-2,7,-2,3,-0.6
COC(=O)c1ccccc1NC(=O)CSc1nnc(C(CO)NC(=O)c2ccccc2Cl)n1C (configuration not stated),-1,7,-2,3,1,0,-9,-1,-2,-0.1

# Other structures follow:
SMILES,MBD2 DNA inh,Tn7 DDE FP,ADAM17 inh,PLCb3 inh,PLC-gamma1 inh,Tn6 DDE FP,ASAP1 inh,ARFGAP1 inh,UHRF1 binding,KLK7 zymogen act
COc1ccc([C@H]2N[C@]3(CCCN(Cc4ccc(Br)cc4)C3=O)[C@H]3C(=O)N(C)C(=O)[C@@H]23)cc1,-2,8,-3,1,0,0,-6,-4,0,0.5
O=C(C1CCCC1)N1CCCC(Nc2ccc(F)cc2)C1 (configuration not stated),1,1,-3,-4,-1,4,0,-3,-3,-0.3
C[C@@H](C(=O)O)[C@H]1C[C@]1(C)[C@H](NC(=O)OCc1ccccc1)c1ccccc1,-6,-1,6,7,5,2,26*,-3,2,0.1
Cc1ccccc1NC(=O)N1c2ccccc2CC1C (configuration not stated),3,2,-1,-1,-2,3,7,2,3,-0.7
CC(C)CCNC(=O)CCNS(=O)(=O)c1ccc(Cl)cc1,-1,-4,-2,6,-1,-5,-4,-8,-1,0.6
Cc1ccnc(NC(=O)C(C)N2C(=O)c3ccccc3C2=O)c1 (configuration not stated),-8,-2,0,1,0,2,-4,-8,0,0.4
CCc1nc(SCC(=O)N2c3ccccc3CC2C)c2c(C)c(C)sc2n1 (configuration not stated),-5,-3,-1,2,1,-5,-5,2,0,0.4
CC(=O)Nc1c(-c2ccccc2Cl)c(=O)c2ccccc2n1C,-5,-3,-1,-5,7,-5,-3,10,-1,-0.4
Cc1ccc(-c2noc(CSc3ccccc3)n2)cc1,-1,-4,-1,-1,1,-2,1,8,3,-0.2
CCCCNC(=O)C1(NC(=O)Nc2ccccc2)CCCCC1,-5,2,-3,3,0,3,0,-2,-1,-0.3
Cc1cc(C)nc(NC(=O)Cc2ccc(Br)cc2)n1,3,0,-6,-6,-3,0,-4,8,3,0.6
O=C1CCCN2N=C(SCC(=O)N3N=C(c4ccc(Br)cc4)CC3c3ccc(F)cc3)SC2=N1 (configuration not stated),-3,0,6,-4,14*,1,16,-6,-2,0.1
C=CC[C@@H](CC(=O)N[C@@H](CO)Cc1ccccc1)C(=O)N[C@H](COC(=O)[C@@H](CC=C)Cc1ccc(F)cc1)C(C)(C)C,-5,6,6,3,0,3,-7,0,-1,0.0
COc1ccc2c(c1)[C@H]1[C@H](CO2)[C@H](c2ccccc2)[C@]2(C)C(=O)Nc3cc(C)ccc3C(=O)N12,2,-2,1,-9,-6,6,5,3,0,-0.6
O=C(c1ccc(N2C(=O)C3C4c5ccccc5C(c5ccccc54)C3C2=O)cc1)N1CCOCC1 (configuration not stated),1,1,1,1,0,9,-4,6,0,-0.3
Cc1ccc(C(=O)NCCc2nnc3ccc(NCCCN4CCOCC4)nn23)cc1,-1,4,-4,-11,1,-3,-7,1,1,-0.2
CCN(CC(=O)NCc1ccc(Cl)cc1)C(=O)CN1C(=O)NC(CC)(c2ccccc2)C1=O (configuration not stated),-3,4,-2,-6,-3,3,1,-3,0,0.4
Cc1ccc2c(c1)cc(CN(Cc1ccc3c(c1)OCO3)C(=O)c1ccccc1)c1nnnn12,3,-7,-2,1,4,5,5,11,1,0.1
O=C(NC1=NCCS1)C12CC3CC(C1)CC(C(=O)NC1=NCCS1)(C3)C2,-4,-4,-2,-2,-2,-7,11,1,-1,-0.5
Cc1ccc(C)c(OCCC(=O)OCC(=O)Nc2cccc(S(=O)(=O)N3CCCC3)c2)c1,-3,-7,8.8*,-2,3,-2,1,16,-4,0.5
CO[C@H]1CN(C)C(=O)c2ccc(NC(=O)C3CCC3)cc2OC[C@H](C)N(Cc2ccccn2)C[C@@H]1C,2,-4,2,7,2,4,-4,7,0,0.9
CC(C)NC(=O)c1cc(-c2ccco2)nn1-c1ccc(Cl)cc1,-2,-1,1,-10,-4,-4,3,-8,3,0.1
O=C(NNC(=O)c1ccncc1)c1ccncc1,2,0,1,1,-2,-1,-1,-9,-1,0.0
C/C(=N/NC(=O)CN1CCN(Cc2ccccc2Cl)CC1)c1ccncc1,0,7,4,-1,-4,4,-10,-6,-3,0.5
O=c1[nH][nH]c(=O)c(Cl)c1Cl,5,0,-4,4,2,2,15,-19,2,-0.9
# Continuation.
SMILES,MBD2 DNA inh,Tn7 DDE FP,ADAM17 inh,PLCb3 inh,PLC-gamma1 inh,Tn6 DDE FP,ASAP1 inh,ARFGAP1 inh,UHRF1 binding,KLK7 zymogen act
Cc1cc(N2CCOCC2)ccc1/C=C1\NC(=O)N(Cc2ccccc2)C1=O,2,-3,0,-40,-23,-1,4,4,2,0.1
COc1ccc(C(CNC(=O)c2ccc(S(=O)(=O)N3CCCC3)cc2)N(C)C)cc1OC (configuration not stated),-2,1,-2,-7,-3,6,3,-4,5,-0.3
NC(N)=NC(=O)c1nc(Cl)c(N2CCCCCC2)nc1N,1,7,-4,-10,-6,-9,-2,6,-2,0.9
COc1cccc(-c2cc(=O)[nH][nH]2)c1,0,8,-7,-10,-1,4,0,-3,7,0.3
Cc1ccccc1NC(=O)CSc1nc(=O)n(CCN2CCOCC2)c2c1CCCC2,0,-9,-3,1,3,-8,5,9,-2,0.7
Cc1ccc(C(=O)Nc2ccc(N3CCOCC3)cc2)cc1S(=O)(=O)N1CCCCC1,-4,-6,-4,-7,-6,-6,8,-4,0,-0.3
O=C(CN(Cc1cccs1)S(=O)(=O)c1ccc(S(=O)(=O)NC2CCCCC2)cc1)Nc1ccccc1,2,1,17*,5,8,-12,-9,1,4,0.6
O=C(C[n+]1cc(Br)cc2ccccc21)c1ccccc1,-1,-3,-9,-39,-26,0,-1,10,-1,-2.8
CCOc1cc(C)c(Cl)cc1S(=O)(=O)N1CCCC1,0,0,-1,-63,1,4,9,-14,2,-0.2
O=c1n(-c2cccc(Cl)c2)c(=O)n2n1CCC2,2,1,-4,-1,2,-12,8,2,1,-0.1
CC(C)C(NC(=O)c1ccc(F)cc1)C(=O)N1CCC1 (configuration not stated),-2,2,-1,1,-1,7,-8,-10,0,0.6
C[C@]12Cc3ccccc3C1CC1=N[C@@H](c3ccc(C(F)(F)F)cc3)O[C@@]13C[C@@H]2C(=O)N3C1CCN(Cc2ccccc2)CC1 (some centres not stated),0,1,-2,-6,1,-3,1,6,0,0.0

# Looked up above.
# PLCb3 inh, O=C(C[n+]1cc(Br)cc2ccccc21)c1ccccc1 reads -39
# ADAM17 inh, Cc1ccc(C(=O)Nc2ccc(N3CCOCC3)cc2)cc1S(=O)(=O)N1CCCCC1 reads -4
# PLCb3 inh, Cc1cc(N2CCOCC2)ccc1/C=C1\NC(=O)N(Cc2ccccc2)C1=O reads -40
# Tn7 DDE FP, CCOc1cc(C)c(Cl)cc1S(=O)(=O)N1CCCC1 reads 0
